# SENP1 FRET inh – human SENP1 catalytic domain inhibitors, primary screen, biochemical, FRET, uHTS; AID 624204, 2012; recombinant SENP1 catalytic domain, CyPet-SUMO1-YPet FRET cleavage; inhibition, % at 10 µM; 360,000 compounds, 0.21% hits;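 active means inhibition at least 30% at 10 µM, raw YFP signal under a set limit, fluorescence ratio 0.5 to 1.5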;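 further: 0% = enzyme with DMSO and 100% = no enzyme wells; some results filed as inactive read as strong as hits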
# Target sequence (Q9P0U3 419-644 limits assumed): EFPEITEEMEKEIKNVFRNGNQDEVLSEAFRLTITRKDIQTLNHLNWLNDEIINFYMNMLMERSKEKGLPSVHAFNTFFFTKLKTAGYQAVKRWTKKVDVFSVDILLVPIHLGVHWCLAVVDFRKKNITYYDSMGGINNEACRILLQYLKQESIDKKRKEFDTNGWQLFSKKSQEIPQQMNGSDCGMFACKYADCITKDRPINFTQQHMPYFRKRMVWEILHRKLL
#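 Controls: no-enzyme wells low, DMSO-plus-enzyme wells high control. Test system: human recombinant His6-tagged SENP1 catalytic domain enzyme. Reagent: SFCypet-SUMO1-SFYpet FRET protein substrate, 25 nM final. Doses: one dose per compound, 10 µM, 0.5% DMSO. Detection: FRET, CFP and YFP emission. Timing: 50 min reaction at room temperature.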
# SENP8 block-1 – SENP8 protease inhibitors, primary screen, biochemical, luminescence. inhibition, % at 10 µM. Sentrin-specific protease 8 (Homo sapiens), Q96LD8. 330,000 compounds, 1.2% hits. AID 2540, 2010. purified SENP8, Z-RLRGG-aminoluciferin cleavage; in the data active means inhibition above about 50%
# Target sequence (Q96LD8 whole entry, looked up): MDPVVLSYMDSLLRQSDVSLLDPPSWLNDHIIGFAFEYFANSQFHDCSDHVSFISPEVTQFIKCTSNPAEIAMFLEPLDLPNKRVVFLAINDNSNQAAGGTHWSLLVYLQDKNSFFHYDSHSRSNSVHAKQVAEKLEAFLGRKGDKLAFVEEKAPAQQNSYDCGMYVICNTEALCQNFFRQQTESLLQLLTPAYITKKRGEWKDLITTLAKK
# SENP8 block-2 – human SENP8 protease inhibitors, primary screen, biochemical, fluorescence, Nedd8 protein substrate, uHTS | AID 602440, 2012 | recombinant SENP8 | 360,000 compounds, 0.64% hits | inhibition, % at 20 µM; in the data active means inhibition mostly above about 40%, no sharp cut-off; inactive means mostly below about 27%
# HKDC1 inh – HKDC1 hexokinase inhibitors, primary screen, biochemical, fluorescence, uHTS; 340,000 compounds, 0.16% hits; inhibition, % at 20 µM; AID 493160, 2011; Q2TB90; recombinant HKDC1, G6PDH/diaphorase resazurin coupled fluorescence;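 active means inhibition above about 35% when tested at 20 µM, limit read from the data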;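 further: plate controls were DMSO wells with enzyme for no effect and DMSO wells lacking enzyme for full effect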
#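 Test system: HK5 enzyme. Quantity: 5 µg/mL HK5 final. Reagent: glucose and ATP substrates. Schedule: 90 min reaction incubation at room temperature, dark. Technique: resazurin-to-resorufin fluorescence via G6PDH and diaphorase coupling, 525/613 nm. Control set: DMSO wells with and without enzyme mix.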
# SENP7 block – SENP7 protease inhibitors, primary screen, biochemical, luminescence, uHTS; 330,000 compounds, 1.5% hits; AID 434973, 2010; inhibition, % at 5 µM; Sentrin-specific protease 7 (Homo sapiens), Q9BQF6; recombinant SENP7, Z-RLRGG-aminoluciferin luminescence, 40 min;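 active means inhibition above about 50% at the single test dose, limit read from the data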;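 further: plate controls were DMSO with enzyme for no effect and no enzyme buffer wells for full effect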
# Apaf1 inhib – inhibitors of human Apaf-1 apoptosome, primary screen, biochemical, DEVD-Rh110 fluorescence, uHTS; 330,000 compounds, 0.71% hits; reconstituted apoptosome caspase-3 activity; AID 489030, 2010; inhibition, % at 20 µM; Apoptotic protease-activating factor 1 (Homo sapiens), O14727; active means inhibition of at least 40% at 20 µM;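 further: plate controls were DMSO wells for no effect and DEVD-CHO caspase inhibitor wells for full effect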
#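 System: reconstituted apoptosome with Apaf-1, cytochrome c, caspase-9, procaspase-3, dATP; Signal: Rh110 fluorescence intensity; Schedule: 30 min compound preincubation, 50 min activation, room temperature; Reagent: cytochrome c trigger plus (Z-DEVD)2-Rh110 caspase-3 substrate.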
# SENP6 block – SENP6 protease inhibitors, primary screen, biochemical, luminescence, uHTS; Sentrin-specific protease 6 (Homo sapiens), Q9GZR1; Recombinant SENP6 catalytic domain, aminoluciferin luminescence; inhibition, % at 10 µM; 330,000 compounds, 1.8% hits; AID 2599, 2010;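 active means inhibition above about 50% at the single tested dose, limit read from the data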;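 further: plate controls were DMSO wells with enzyme for no effect and DMSO wells lacking enzyme for full effect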
# Target sequence (Q9GZR1 628-1112 limits assumed): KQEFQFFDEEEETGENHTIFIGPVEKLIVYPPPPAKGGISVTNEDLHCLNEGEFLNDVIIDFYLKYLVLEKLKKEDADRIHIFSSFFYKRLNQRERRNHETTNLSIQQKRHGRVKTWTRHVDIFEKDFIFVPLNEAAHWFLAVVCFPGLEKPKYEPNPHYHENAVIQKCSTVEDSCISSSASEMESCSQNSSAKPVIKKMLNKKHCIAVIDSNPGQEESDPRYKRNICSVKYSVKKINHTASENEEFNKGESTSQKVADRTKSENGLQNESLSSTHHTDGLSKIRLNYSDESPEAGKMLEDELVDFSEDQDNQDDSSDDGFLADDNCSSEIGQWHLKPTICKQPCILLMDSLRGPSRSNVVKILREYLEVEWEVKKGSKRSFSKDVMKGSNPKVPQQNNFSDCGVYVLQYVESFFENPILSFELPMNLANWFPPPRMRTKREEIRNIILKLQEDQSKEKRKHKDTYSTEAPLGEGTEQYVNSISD
# NLRP3 yeast inh – NALP3 inflammasome inhibitors in reconstituted yeast, primary screen, luminescence, uHTS. inhibition, % at 10 µM. 330,000 compounds, 0.39% hits. Yeast reconstituted NLRP3/ASC/caspase-1, beta-gal luminescence, 24 h;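 active means inhibition of 50% or more; inactive means inhibition below 50%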;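 further: plate controls were induced DMSO wells for no effect and uninduced yeast grown without galactose for full effect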
# PfG6PD inh – PfG6PD enzyme inhibitors, primary screen, biochemical, fluorescence intensity, uHTS. PfGluPho enzyme, NADPH resazurin-diaphorase fluorescence. AID 504690, 2011. inhibition, % at 20 µM. 350,000 compounds, 0.78% hits. glucose-6-phosphate dehydrogenase-6-phosphogluconolactonase (Plasmodium falciparum 3D7);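 active means inhibition reaching at least a set limit at 20 µM in the primary screen, cut at about 59% in these data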;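 further: 0% = DMSO wells with substrate and 100% = DMSO wells lacking glucose-6-phosphate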
# Starred values were filed as active, the others as inactive; · = no result given. Rows were taken by chance; about 4.1% have a hit in one of these screens.
no.	Structure	SENP8 block-2	SENP1 FRET inh	Apaf1 inhib	SENP8 block-1	SENP7 block
1	COc1ccc(CCNC(=O)C2CCCN(S(C)(=O)=O)C2)cc1OC (stereo not given)	0	3	-4	0	5
2	CCn1cc(Cl)c(C(=O)NNC(=O)CCn2nc(C)c([N+](=O)[O-])c2C)n1	1	0	2	1	9
3	CCC(=O)N1CCN=C1SCc1cccc(F)c1	15	1	0	1	-3
4	COc1ccccc1CN(CC(=O)NCc1ccco1)C(=O)CNS(=O)(=O)c1ccccc1	31	-2	7	-7	-7
5	O=C(CCn1ccc([N+](=O)[O-])n1)NC1CCCCCC1	16	0	7	-3	1
6	CCOP(=O)(/C(C#N)=C(\C)O)c1ccccc1 (stereo not given)	10	0	-9	2	9
7	C=CCNC(=O)c1ccc(C2SCC(=O)N2Cc2ccco2)cc1 (stereo not given)	9	-2	-6	0	2
8	CC1CC(C)CN(C(=O)c2ccc3ccccc3c2)C1 (stereo not given)	11	1	6	-15	6
9	COc1cc(-c2c(NC(=O)c3ccco3)oc3c(C)cccc3c2=O)cc(OC)c1OC	-52	0	-1	11	-1
10	c1ccc(-c2nc(N3CCCC3)nc3ccccc23)cc1	-335	-41	10	3	1
11	COc1ccccc1NC(=O)COc1ccc(CO)cc1Cl	-18	-1	7	-16	-14
12	Cc1cccc(C)c1NC(=O)CN(C)C(=O)CSCc1c(C)noc1C	13	2	16	-5	12

no.	HKDC1 inh	PfG6PD inh	SENP6 block	NLRP3 yeast inh
1	9	-2	2	17
2	-12	5	11	0
3	-3	-5	7	-1
4	-4	0	-20	4
5	-6	5	-18	-8
6	-7	-6	-18	17
7	-1	16	6	5
8	4	-3	-15	21
9	0	-1	-4	14
10	-9	-9	-14	-13
11	-4	-4	2	37
12	-2	-6	-11	-2

# Entries shown so far that contain a nitro group on carbon, in the order listed:
no.	Structure	SENP8 block-2	SENP1 FRET inh	Apaf1 inhib	SENP8 block-1	SENP7 block
2	CCn1cc(Cl)c(C(=O)NNC(=O)CCn2nc(C)c([N+](=O)[O-])c2C)n1	1	0	2	1	9
5	O=C(CCn1ccc([N+](=O)[O-])n1)NC1CCCCCC1	16	0	7	-3	1

no.	HKDC1 inh	PfG6PD inh	SENP6 block	NLRP3 yeast inh
2	-12	5	11	0
5	-6	5	-18	-8

# Complete entries from above:
# Profile of CCOP(=O)(/C(C#N)=C(\C)O)c1ccccc1 (stereo not given) → SENP8 block-2: 10; SENP1 FRET inh: 0; Apaf1 inhib: -9; SENP8 block-1: 2; SENP7 block: 9; HKDC1 inh: -7; PfG6PD inh: -6; SENP6 block: -18; NLRP3 yeast inh: 17
# Profile of Cc1cccc(C)c1NC(=O)CN(C)C(=O)CSCc1c(C)noc1C → SENP8 block-2: 13; SENP1 FRET inh: 2; Apaf1 inhib: 16; SENP8 block-1: -5; SENP7 block: 12; HKDC1 inh: -2; PfG6PD inh: -6; SENP6 block: -11; NLRP3 yeast inh: -2
# Profile of O=C(CCn1ccc([N+](=O)[O-])n1)NC1CCCCCC1 → SENP8 block-2: 16; SENP1 FRET inh: 0; Apaf1 inhib: 7; SENP8 block-1: -3; SENP7 block: 1; HKDC1 inh: -6; PfG6PD inh: 5; SENP6 block: -18; NLRP3 yeast inh: -8

# Other structures follow.
no.	Structure	SENP8 block-2	SENP1 FRET inh	Apaf1 inhib	SENP8 block-1	SENP7 block
13	COc1ccc2nc(N/C(N)=N/C(=S)Nc3cccc(C)c3)nc(C)c2c1	-267	-2	8	-15	4
14	O=C(Cc1ccsc1)N1CCc2c([nH]c3ccccc23)C1c1ccccn1 (stereo not given)	-90	-56	5	8	1
15	Cc1ccc(NC(=O)CN(C)C(=O)C(c2ccccc2)c2ccccc2)cc1	4	-1	15	7	0
16	CC(=O)Nc1ccc(NC(=O)CN(C)CCC#N)cc1	25	1	-2	-5	1
17	O=C(O)c1ccc(NCc2nc3ccccc3n2Cc2ccccc2)cc1	14	0	-19	-1	1
18	COc1ccc(C(C(=O)NC2CCCC2)N(CCO)C(=O)Cn2nnc(-c3ccc(C)o3)n2)cc1OC (stereo not given)	16	-2	7	4	1
19	O=C(CSCc1c(Cl)cccc1Cl)NCC1CCCO1 (stereo not given)	5	0	3	-4	2
20	CCOc1ccccc1N1CCN(C(=O)c2ccc3c(c2)OCO3)CC1	-2	2	-3	0	-6
21	CCCCN(C)Cc1c(C)[nH]c2c(Cl)cccc2c1=O	5	-2	-28	2	7
22	C[C@@H](C(=O)O)[C@H]1C[C@]1(C)[C@H](NC(=O)OCc1ccccc1)c1ccccc1	1	3	-4	2	1
23	CC1c2ccsc2CCN1C(=O)NC(=O)c1ccc(Cl)cc1 (stereo not given)	21	0	-4	2	-2
24	O=C(Nc1ccccc1Cl)c1cc(=O)c2ccccc2o1	8	1	4	-10	2

no.	HKDC1 inh	PfG6PD inh	SENP6 block	NLRP3 yeast inh
13	-8	1	-15	11
14	1	3	19	11
15	4	-4	-12	7
16	-1	6	1	2
17	1	-43	-25	2
18	-4	-8	-29	10
19	2	-9	-18	11
20	-4	2	2	17
21	-10	7	-3	19
22	-1	-10	-11	-9
23	-5	-1	0	35
24	-3	-7	20	29

# Further compounds:
no.	Structure	SENP8 block-2	SENP1 FRET inh	Apaf1 inhib	SENP8 block-1	SENP7 block
25	c1ccc(C2=NNC(=NCc3ccc4c(c3)OCO4)SC2)cc1	13	2	-9	-7	2
26	Nc1ncnc2c1ncn2[C@@H]1O[C@H](CNCc2ccccc2)[C@@H](O)[C@H]1O	15	2	-14	-6	2
27	CC(=O)c1ccc(OCC(=O)Nc2ccccc2N2CCCC2)cc1	7	-2	17	-7	-8
28	COc1ccc(S[C@@H](CCN2CC[C@H](NC(=O)OCc3ccccc3)CCC2=O)c2ccccc2)cc1	8	2	37	-9	-12
29	COc1ccc(/C=N/n2cnc3c(sc(=S)n3-c3ccccc3)c2=O)cc1	12	1	21	-9	-4
30	Cc1ccc(C2C(C#N)=C(N)Oc3cc4c(cc32)OCO4)cc1 (stereo not given)	-391	-93	7	-5	-6
31	CCOC(=O)c1c(C)n(C)c2ccc(OC)c([N+](=O)[O-])c12	16	3	-16	5	-2
32	CN(CC(=O)Nc1ccc(Cl)c(Cl)c1)C(=O)CN1C(=O)NC2(CCCC2)C1=O	17	2	0	-1	2
33	Cc1cc(/N=C/C=C2/N(C)c3ccccc3C2(C)C)n(CCC#N)n1	20	-38	·	·	·
34	CCOc1ccc(N(C)S(=O)(=O)c2ccc(C)c(C(=O)N3CCN(Cc4ccc5c(c4)OCO5)CC3)c2)cc1	-5	-1	20	3	-5
35	COc1ccc(C(=O)N2CCN(Cc3ccc4c(c3)OCO4)CC2)cc1[N+](=O)[O-]	27	0	5	-3	-11
36	COc1cc(C(C)=O)ccc1OCC(O)CNCC1(N2CCCCC2)CCCCC1 (stereo not given)	-6	-1	0	-13	-3

no.	HKDC1 inh	PfG6PD inh	SENP6 block	NLRP3 yeast inh
25	0	14	0	29
26	-6	-3	5	13
27	-3	3	-3	17
28	6	-8	-5	21
29	-3	-3	-45	-6
30	4	2	4	12
31	-7	12	-1	17
32	-7	-8	-6	-7
33	-3	18	·	·
34	-3	15	9	16
35	-4	-15	-30	8
36	4	2	1	14

# The list continues.
no.	Structure	SENP8 block-2	SENP1 FRET inh	Apaf1 inhib	SENP8 block-1	SENP7 block
37	COc1ccc(OC)c(N2Cc3cc(C)c(C)cc3C2)c1	12	4	-5	-8	2
38	Cc1nn(CCC(=O)NCCc2ccccc2Cl)c(=O)c2nn(-c3ccccc3)c(C)c12	12	0	10	12	-2
39	CCC(CC)CN1CCC(CN2C(=S)NC[C@@H]2[C@@H](C)CC)CC1	-8	3	·	·	·
40	COc1ccc2c(c1)C(c1cccs1)=NNC(c1ccncc1)=N2	7	5	-11	5	4
41	COC(=O)C(C)N1C(=O)S/C(=C/c2cc(C)n(C(C)C)c2C)C1=O (stereo not given)	-59	-67	15	-5	7
42	O=C(CCN1c2ccccc2Sc2ccccc21)OCC(=O)N1CCN(C(=O)c2ccco2)CC1	-18	-1	19	6	5
43	COc1[nH]c2ccc(F)cc2c1C(=O)OCC1CCN(CCNS(C)(=O)=O)CC1	9	0	-7	-2	3
44	CS(=O)(=O)CCC(C(=O)OCc1ccc(Br)cc1)N1C(=O)c2ccccc2C1=O (stereo not given)	10	-3	23	-3	-6
45	Cc1cnc(C(=O)N2CCCC(C(=O)c3ccc(Cl)cc3C)C2)cn1 (stereo not given)	19	2	8	-9	-5
46	Cc1ccc(OCC(=O)N/N=C/c2ccncc2)cc1C	13	2	0	-7	-8
47	O=C(c1ccco1)N1CCN(S(=O)(=O)Cc2ccccc2Cl)CC1	7	0	-7	-1	-10
48	Cc1nc(-c2nc(C(=O)NNS(C)(=O)=O)cs2)cs1	10	3	0	-7	-4

no.	HKDC1 inh	PfG6PD inh	SENP6 block	NLRP3 yeast inh
37	17	17	-5	34
38	12	1	6	12
39	1	4	·	·
40	-9	18	3	25
41	3	10	-15	8
42	0	-4	-3	0
43	7	22	2	7
44	3	-9	2	7
45	-8	-23	-9	-8
46	6	11	0	13
47	-8	-1	17	20
48	-3	7	-24	2

# Continuation.
no.	Structure	SENP8 block-2	SENP1 FRET inh	Apaf1 inhib	SENP8 block-1	SENP7 block
49	CC(Nc1nc(-c2ccc(F)cc2)cs1)c1nc2cc(C(F)(F)F)ccc2n1CCCO (stereo not given)	0	-3	11	-9	-8
50	c1ccc2c(-c3nnc4n3CCCCC4)cc(-c3ccncc3)nc2c1	27	-2	4	-1	6
51	Nc1[nH]ncc1-c1ccc(Cl)cc1	8	1	-15	5	4
52	CS(=O)(=O)N(CCc1ccccc1)CC(=O)Nc1ccc2c(c1)OCO2	3	-4	5	-1	-6
53	CCOc1ccc(NC(=O)CCN2C(=O)CSc3ccccc32)cc1	10	4	4	-12	-6
54	CC1CCN(C(=O)c2ccc(S(=O)(=O)N3CCOCC3)cc2)CC1	8	2	0	1	-6
55	CCOC(=O)CSc1ccccn1	16	2	-11	-3	-2

no.	HKDC1 inh	PfG6PD inh	SENP6 block	NLRP3 yeast inh
49	22	35	-1	8
50	1	-24	9	-8
51	-1	0	13	4
52	7	2	-12	8
53	-7	-8	-21	25
54	2	-17	-8	18
55	-6	8	-4	1
